High-throughput results as filed in PubChem BioAssay.
Growth percent in the NCI-60 one-dose screen (48 h, 10 µM unless noted): 100 = growth as untreated, 0 = no growth, -100 = all killed.
SK-MEL-2: SK-MEL-2 melanoma. hit rate 4.7% among 77,000
SK-MEL-28: SK-MEL-28 melanoma | hit rate 4.1% among 81,000
UACC-62: UACC-62 melanoma. hit rate 5.4% among 81,000. AID 1794756
BT-549: BT-549 breast cancer; hit rate 4.4% among 78,000
MALME-3M: MALME-3M melanoma; AID 1794766; hit rate 5.8% among 78,000
T-47D: T-47D breast cancer. hit rate 5% among 79,000
UACC-257: UACC-257 melanoma; hit rate 4.4% among 78,000; AID 1794764
HS 578T: HS 578T breast cancer; hit rate 4.1% among 78,000
An asterisk follows results filed as active; . = no result given; & = joins results of further samples. How the source made its calls: active means growth percent below 10; inactive means the rest.

#	compound	SK-MEL-2	SK-MEL-28	UACC-62	BT-549	MALME-3M	T-47D	UACC-257	HS 578T
1	CCCCN(CCCC)/N=N\N(CCCC)CCCC	.	102	102	115	123	106	97	113
2	N=C1NC(=O)C(Cn2cnc3ccccc32)S1 (centres undefined)	114	106	98	124	105	111	100	103
3	CC(O)(Cc1ccccc1)c1ccccc1 (centres undefined)	114	99	102	95	102	101	103	93
4	O=C(/C=C/c1ccc(Cl)cc1Cl)Nc1ccccc1F	88	100	82	108	100	57	91	108
5	COc1ccc(OC)c(NCCN2C(=O)c3ccccc3C2=O)c1	99	106	95	103	97	97	101	98
6	Clc1ccccc1-c1conc1-n1nc(-c2ccccc2)nc1-c1ccccc1	135	110	104	97	98	95	119	110
7	CC(C)C/C=C/C=C/C(=O)N[C@@H](CC(N)=O)C(=O)N[C@@H]1C(=O)N[C@H](c2ccc(O)cc2)C(=O)N[C@H](CCCN)C(=O)N[C@H]([C@@H](C)O)C(=O)N[C@H](c2ccc(O)cc2)C(=O)N[C@H](c2ccc(O)cc2)C(=O)N[C@H]([C@H](C)O)C(=O)N[C@H](Cc2ccccc2)C(=O)N[C@H](CCCN)C(=O)N[C@H](c2ccc(O[C@H]3O[C@@H](CO)[C@@H](O)[C@@H](O)[C@H]3O[C@@H]3O[C@H](CO)[C@H](O)[C@H](O)[C@@H]3O)cc2)C(=O)N[C@H]([C@H](C)O)C(=O)N[C@H](c2ccc(O)cc2)C(=O)NCC(=O)N[C@H](CC(C)C)C(=O)N[C@H](C)C(=O)N[C@H](c2ccc(O)c(Cl)c2)C(=O)O[C@@H]1C(N)=O	88	23	-4.2*	-2.8*	23	95	6.5*	67
8	Cc1cc(C)c(N=Nc2cc(C)c(N=Nc3c(S(=O)(=O)O)cc4cc(Nc5ccccc5)ccc4c3O)cc2C)c(S(=O)(=O)O)c1	99	121	101	101	93	100	107	105
9	CC1=CC(C)CC(=O)O1 (centres undefined)	104	111	108	105	109	116	98	100
10	CC(=O)Nc1ccccc1O	119	115	.	95	85	111	109	108
11	COC(=O)C1=COC(OC2OC(CO)C(O)C(O)C2O)C2C(C)CC(=O)C12 (centres undefined)	.	106	101	107	.	103	.	136
12	O=C(NCCCNc1nccc(-c2c(-c3cccc(F)c3)nc3sccn23)n1)c1ccc(C(F)(F)F)cc1	99	96	70	83	121	63	106	76
13	COC(=O)CCCCCCCC(OC)OC	109	111	110	111	105	101	97	100
14	C=CCNC(=O)NC(=O)Cc1ccccc1	122	103	96	106	90	104	87	114
15	COc1ccc2c(c1)C(=O)/C(=C/c1cccc(OCC(=O)c3ccc([N+](=O)[O-])cc3)c1)CO2	-47*	44	47	-35*	30	50	-49*	-27*
16	Cc1ccc(NC2=C(Cl)C(=O)c3nc(C)ccc3C2=O)c(C)c1	4.0*	31	18	63	14	-46*	-81*	6.9*
17	Clc1cc2cc(-c3nc4ccccc4s3)c(Cl)nc2cc1Cl	87	103	93	123	103	82	106	96
18	CCOP1(=O)OC(C)CN(C)c2oc(-c3ccc(C)cc3)nc21 (centres undefined)	120	117	109	130	106	105	101	103
19	O=C1C2C(C(=O)N1CC[Se][Se]CCN1C(=O)C3C(C1=O)[C@H]1C=C[C@@H]3C1)[C@H]1C=C[C@@H]2C1 (some centres undefined)	-53*	-3.7*	-61*	-40*	-36*	5.4*	-64*	-11*
20	Cc1ccc(Nc2nnc(-c3cc(F)c(F)c(F)c3)o2)c(C)c1	94	79	88	97	86	80	95	52
21	O=c1oc(-c2csc(-c3cccs3)n2)cc2ccccc12	109	111	80	101	100	41	101	104
22	Cc1ccc(Sc2cc(C(=O)N3CC4C=CC=CC4C3)ccc2O)cc1C (centres undefined)	99	104	91	86	129	94	91	114
23	Cc1c(COc2ccccc2-c2cnco2)c(C)c(COc2ccccc2-c2cnco2)c(C)c1COc1ccccc1-c1cnco1	91	107	91	110	100	71	93	103
24	Nc1ccc2ccccc2c1N=Nc1ccc(/C=C/c2ccc(N=Nc3c(N)ccc4ccccc34)cc2S(=O)(=O)O)c(S(=O)(=O)O)c1	94	117	89	111	100	72	104	101
25	Oc1c(CN2CCCC2)cc(CSCc2ccccc2)c2cccnc12	11	24	-19*	29	-2.4*	-3.0*	-17*	65
26	Nc1cc(Cl)ccc1N1C(=O)CCC1=O	95	116	94	95	107	99	92	107
27	COc1ccc2[nH]c(C(=O)NCc3ccccc3)cc2c1	108	111	91	104	89	86	103	113
28	Nc1cnc(Nc2ccc(Br)cc2)nc1N	61	113	99	83	107	92	104	105
29	COc1ccc(CN2CCC(N3CCCC3=O)c3cc(OC)ccc32)cc1 (centres undefined)	136	106	97	109	105	92	118	134
30	O=C1NC(=S)NC(=O)C1=Cc1cc(-c2ccc([N+](=O)[O-])cc2)n(-c2ccccc2)n1	97	100	87	111	100	73	105	90
31	Cc1c(-c2ccccc2)nc(SCC(=O)Nc2nc(-c3ccc(Cl)cc3)cs2)n1Nc1ccccc1	88	90	79	96	91	62	88	77
32	O=C(Nc1cccc(Cl)c1)OCCN1CCOCC1	82	112	94	91	110	98	99	99
33	C=C1CC2C3C=C(C)C4=CC(=O)CC[C@]4(C)C3CC[C@]2(C)[C@@]1(OC(C)=O)C(C)=O (some centres undefined)	68	84	48	39	89	57	43	.
34	Cc1ccc(NC(=O)CSc2nnc(-c3ccc(NC(=O)c4cccnc4)cc3)o2)cc1	107	114	111	119	111	88	98	99
35	NC(N)=NS(=O)(=O)c1ccc(N)cc1	107&130	111&122	108&105	100&120	102&101	97&104	97&103	110&99
36	NCCSSC/C=C\CSSCCN	.	115	105	100	103	86	91	93
37	COc1cc(CNC(=O)C2CSC3(C)c4ccccc4C(=O)N23)cc(OC)c1OC (centres undefined)	89	103	92	108	109	87	74	94
38	Cc1ccc(O)c(C2C=CCC2)c1 (centres undefined)	102	122	104	115	109	102	89	106
39	O=C(Nc1ncc(Cc2ccccc2)s1)C(=S)N1CCOCC1	109	109	96	97	110	107	105	99
40	COC(=O)c1ccc(-n2cc(CCCOS(=O)(=O)c3ccc(C)cc3)nn2)cc1	102	104	91	97	95	94	99	99
41	CC(O)CN1CCCCC1 (centres undefined)	113	109	101	101	112	137	104	113
42	Brc1ccc(-c2cn(-c3ccccc3)c(=Nc3ccc(Nc4ncnc5sc6c(c45)CCCC6)cc3)s2)cc1	94	109	96	99	101	87	103	101
43	O=C(Nc1ccc(Oc2cccc(Cl)c2)c(Cl)c1)c1ccnnc1	85	95	67	98	97	61	84	97
44	CC1CCC2CC(=O)NC(=O)CC12 (centres undefined)	107	101	107	103	97	109	.	116
45	CCCNC(=O)NS(=O)(=O)c1ccc(Cl)cc1	104&96	115&108	102&104	84&97	101&98	89&94	100&109	106&123
46	CCCCCc1ccc(S(=O)(=O)Nc2cccc(-c3csc(NC(=O)CN4CCN(CCO)CC4)n3)c2)cc1	100	79	90	100	32	64	85	69
47	Oc1ccccc1-c1nnc(SCc2ccc(O)c3ncccc23)n1-c1ccccc1	23	15	-8.3*	25	0.0*	6.9*	1.6*	21
48	N=C(N)Sc1cccc[n+]1[O-]	59	26	23	80	22	63	58	83
49	O=C(O)/C(O)=C(/O)C(=O)O	98	109	106	103	113	105	114	115
50	NCC(=O)NS(=O)(=O)OC[C@H]1O[C@@H](n2cnc3c(N)ncnc32)[C@H](O)[C@@H]1O	-34*	8.4*	31	21	-2.8*	7.7*	27	16
51	COc1ccc2c(c1)c1nc3cc(C)c(C)cc3nc1n2CCN(C)C	26	9.2*	11	56	-31*	25	9.0*	45
52	CNC(=O)c1cc(Oc2ccc3nc(NC(=O)NCCO)sc3c2)ccn1	.	106	94	106	101	79	107	101
53	O=C(c1ccccc1)N(C(=S)NCCc1ccc(Cl)cc1)c1ccccc1	100	113	97	.	.	60	96	112
54	CC#CC(C)(C)N(C)C	105	106	101	99	97	96	88	87
55	Cc1cc(C)c([N+](=O)[O-])cc1C	122	97	94	96	90	93	103	88
56	Nc1ccc(-c2nc3ccc4[nH]ncc4c3c3c2CCCC3)cc1F	6.7*	34	15	10	28	15	27	17
57	O=C1/C(=C/c2ccc(O)c(O)c2)Oc2cc(O)ccc21	104&111	104&106	95&98	101&99	103&118	108&112	113&109	99&102
58	COC(=O)Cc1[nH]c(=O)[nH]c1C(N)=O	109	117	104	92	115	104	93	98
59	COc1ccc(-c2nn(CC(=O)N3CCOCC3)c(N)c2C#N)cc1	105	110	95	93	108	106	108	92
60	CC[S+](CC)CC(=O)c1ccc(Br)cc1	113	109	99	108	133	101	109	97

Continuation:
#	compound	SK-MEL-2	SK-MEL-28	UACC-62	BT-549	MALME-3M	T-47D	UACC-257	HS 578T
61	CCCCn1c(=O)c(C2=NC(c3ccc(Cl)cc3)=C2)cc2ccc(Cl)cc21	111	105	85	99	104	92	97	97
62	O=S(=O)(c1ccccc1F)N1CCN(c2nccc(-c3c(-c4cccc(F)c4)nc4sccn34)n2)CC1	89	106	63	87	113	49	101	92
63	COc1nc2ccc(C)cc2cc1/C=N/O	85	108	75	83	112	74	100	75
64	COc1ccc(-n2c(CSc3nc4ccccc4c(=O)n3CCc3ccccc3)n[nH]c2=S)cc1	111	110	89	112	116	87	118	105
65	Cc1ccc(NC(=O)NNC(=O)c2ccc(-n3cc(-c4ccccc4)nn3)cc2)cc1	117	112	97	96	103	99	103	96
66	NC(=O)C1(Nc2ccc(C(=O)O)cc2)CCCC1	92	111	95	103	106	95	101	108
67	C/C(CC(C)C)=N/NC(N)=S	107	106	105	107	81	39	74	97
68	O=C(CSc1nnc(-c2ccc(-c3nc4ccccc4[nH]3)cc2)o1)Nc1ccccc1	91	36	92	99	93	109	103	71
69	O=S(=O)(N/N=c1\oc2ccccc2cc1-c1cc2ccccc2[nH]1)c1ccc(Cl)cc1	98	97	64	112	97	55	94	94
70	O=S1c2ccccc2N=C(c2cccc3ccccc23)CC1c1cccc2ccccc12 (centres undefined)	100	127	92	96	93	71	91	96

Grouped by structure, the compounds so far containing two or more sulfur atoms (ten)
#	compound	SK-MEL-2	SK-MEL-28	UACC-62	BT-549	MALME-3M	T-47D	UACC-257	HS 578T
8	Cc1cc(C)c(N=Nc2cc(C)c(N=Nc3c(S(=O)(=O)O)cc4cc(Nc5ccccc5)ccc4c3O)cc2C)c(S(=O)(=O)O)c1	99	121	101	101	93	100	107	105
21	O=c1oc(-c2csc(-c3cccs3)n2)cc2ccccc12	109	111	80	101	100	41	101	104
24	Nc1ccc2ccccc2c1N=Nc1ccc(/C=C/c2ccc(N=Nc3c(N)ccc4ccccc34)cc2S(=O)(=O)O)c(S(=O)(=O)O)c1	94	117	89	111	100	72	104	101
31	Cc1c(-c2ccccc2)nc(SCC(=O)Nc2nc(-c3ccc(Cl)cc3)cs2)n1Nc1ccccc1	88	90	79	96	91	62	88	77
36	NCCSSC/C=C\CSSCCN	.	115	105	100	103	86	91	93
39	O=C(Nc1ncc(Cc2ccccc2)s1)C(=S)N1CCOCC1	109	109	96	97	110	107	105	99
42	Brc1ccc(-c2cn(-c3ccccc3)c(=Nc3ccc(Nc4ncnc5sc6c(c45)CCCC6)cc3)s2)cc1	94	109	96	99	101	87	103	101
46	CCCCCc1ccc(S(=O)(=O)Nc2cccc(-c3csc(NC(=O)CN4CCN(CCO)CC4)n3)c2)cc1	100	79	90	100	32	64	85	69
62	O=S(=O)(c1ccccc1F)N1CCN(c2nccc(-c3c(-c4cccc(F)c4)nc4sccn34)n2)CC1	89	106	63	87	113	49	101	92
64	COc1ccc(-n2c(CSc3nc4ccccc4c(=O)n3CCc3ccccc3)n[nH]c2=S)cc1	111	110	89	112	116	87	118	105

Rows were taken by chance. About 10% of those tested had a hit in this group.
